Bioassay records deposited in PubChem BioAssay by National Center for Advancing Translational Sciences (NCATS).
ATXN viability: reduces viability in counter-screen for ATXN expression inhibitors. 400,000 compounds, 0.49% hits. Potency, µM (titrated, usually from 56.7 µM), actives largely listed as cytotoxic. AID 651635. S2 cells (HEK-293 line with an ATXN2-luciferase reporter) viability, CellTiter-Fluor protease fluorescence, 24 h; also: potency is read from the fitted curve at half-maximal effect; nearly all actives have a fitted effect of over 40% in size
SW480 rerep: inducers of DNA re-replication in SW480 colon cancer cells. SW480 DNA re-replication, Hoechst DNA content imaging, 48 h. Potency, µM (doses to about 46.1 µM), inactives show at the highest dose re-replication activation, actives largely listed as activators. 340,000 compounds, 1.8% hits; also: potency is read from the fitted curve at half-maximal effect; % of control where 0% means no effect; nearly all actives have a fitted effect of over 55% in size
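Cells (250 per well) received 23 nL compound or DMSO by pin tool and were kept 48 hr at 37 C, 5% CO2. Nuclei were then stained with Hoechst for 40 min and scanned for DNA content.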
HT1080-NT tox: kills 2HG-producing HT-1080-NT fibrosarcoma cells; HT-1080-NT fibrosarcoma viability, CellTiter-Glo ATP luminescence, 48 h; Potency, µM (highest dose often 46.1 µM), for inactives: at the highest dose activity, negative = less viability, actives largely listed as cytotoxic; 360,000 compounds, 1.6% hits;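 also: NT is the 2HG producing partner of a matched IDH1 knockdown line; potency is read from the fitted curve at half-maximal effect; 0% = DMSO-treated cells and -100% = media-only wells without cells; nearly all actives have a fitted effect of over 55% in size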
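Fibrosarcoma NT cells, 750 per well in 5% FBS RPMI, were exposed to compound for 48 hours. Viability: CellTiter-Glo luminescence.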
HT1080 IDH1KD tx: HT-1080 IDH1 knockdown cell toxicity (counter line) | HT-1080 IDH1 knockdown viability, ATP luminescence, 48 h | Potency, µM (doses to about 46.1 µM), for inactives: at the top dose activity, negative = toxicity, actives largely listed as cytotoxic | 360,000 compounds, 2% hits | AID 686971;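 also: potency is read from the fitted curve at half-maximal effect; 0% = DMSO wells and -100% = cell-free medium wells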
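After a 2 h attachment period, IDH1KD HT-1080 cells took pin-transferred compound for 48 h at 37 °C; ATP-based luminescence after 10 min room-temperature reagent incubation reported viability.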
ATXN2 expr inh: ATXN2 expression inhibition; HEK-293 ATXN2-luciferase reporter, luminescence, 24 h; Potency, µM (series often up to 57 µM), without a hit: top-dose activity change, negative = inhibition, most hits filed as inhibitors; 360,000 compounds, 0.72% hits; also: potency is read from the fitted curve at half-maximal effect; % is scaled to controls: 0 for no effect and ±100 for the full control effect; nearly all actives have a fitted effect of over 55% in size
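qHTS (up to 57 uM final) was run with 24 h compound exposure of reporter cells at 37 °C. Each well was multiplexed: SteadyGlo luminescence measured ATXN2-luciferase expression after a fluorogenic Gly-Phe-AFC viability readout (25 uM final).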
MCF10A rerep: induces DNA re-replication in MCF 10a normal breast cells; AID 624296; Potency, µM (highest dose often 46.1 µM), without a hit: at the highest dose activity, positive = re-replication, actives largely listed as activators; MCF 10A DNA re-replication, Hoechst nuclear intensity, 48 h; 350,000 compounds, 2.9% hits; also: potency is read from the fitted curve at half-maximal effect; % of control where 0% means no effect; nearly all actives have a fitted effect of over 50% in size
KB-3-1 cytotox: kills parental KB-3-1 adenocarcinoma cells | KB-3-1 viability, CellTiter-Glo ATP luminescence, 72 h | Potency, µM (series often up to 46.1 µM), inactives show top-dose activity change, negative = cytotoxic, most hits filed as cytotoxic | AID 1347075 | 400,000 compounds, 1.4% hits; also: potency is read from the fitted curve at half-maximal effect; % is scaled to controls: 0 for no effect and ±100 for the full control effect; nearly all actives have a fitted effect of over 60% in size
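Using CellTiter-Glo luminescence, growth of non-resistant KB-3-1 adenocarcinoma cells is assessed 72 h after pin-tool compound addition at 37 °C. Normalized responses across the concentration series yield fitted curves.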
IL-1B inflam inh: inflammasome signaling inhibition, IL-1 beta readout; THP-1 LPS/ATP IL-1B secretion, AlphaLISA, 16 h; hits give low values; activity change, % at 57.5 µM; 360,000 compounds, 4.7% hits; in the data active = activity change below about -50%; inconclusive = mostly about -30% to -49%; also: % is scaled to controls: 0 for no effect and ±100 for the full control effect
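Secreted IL-1B measured by AlphaLISA bead assay after 16 h compound exposure of THP-1 cells; compounds (final up to 57.5 uM) added 1 h before LPS (250 ng/mL) and ATP (1.25 mM) stimulation; lower signal means less secretion.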
HepG2 viability: HepG2 cytotoxicity, counter-screen for TGF-b inhibitors | HepG2 CAGA-GFP viability, ATP luminescence, 18 h | Potency, µM (highest dose often 46.1 µM), inactives show at the top dose activity change, negative = cytotoxicity, hits mostly cytotoxic | 410,000 compounds, 0.76% hits | AID 588856; also: potency is read from the fitted curve at half-maximal effect; some results filed as inactive show a strong effect at the top dose
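HepG2 CAGA-GFP cells (1000/well, DMEM with 1% FBS) received compound, then TGF-beta at 500 pg/mL final, and were incubated 18 hours at 37 degrees C. Viability was read by CellTiter-Glo luminescence. Media-only wells were set as complete cell-killing and DMSO as no toxicity.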
An asterisk follows results filed as active; i = inactive; u = inconclusive; x = no result given; [ ] = dose if it differs, or a comment. Unless noted, calls follow the shape of the dose curve; as a rule, active = well fitted curve in the direction sought with a large enough effect; inconclusive = small, poorly fitted or top-dose-only effect, or another doubt; inactive = no such curve, though single readings can be large; an effect the other way counts as inactive or inconclusive.

Preview (4 entries):
SMILES | ATXN viability | SW480 rerep | HT1080-NT tox | HT1080 IDH1KD tx | ATXN2 expr inh | MCF10A rerep | KB-3-1 cytotox | IL-1B inflam inh | HepG2 viability
CC(=O)Nc1ccccc1OCc1nnc(-c2ccc(Cl)cc2)o1 | i | u | -15.4% | 0.9% | 2.5% | -7.2% | -13.2% | -5.3 | -8.9%
COC(=O)C1=C(C)N=C2SCCC(=O)N2C1c1cccs1 (configuration not stated) | i | -3.3% | 2.8% | 4.1% | -5.7% | 2.4% | 12.4% | 6.0 | 5.6%
Cc1ccc(CNC(=O)Nc2cccc(C)c2)cc1 | i | -63.1%[inhibitor] | 12.8% | 8.0% | x | -7.3% | 3.0% | -4.9 | -12.7%
COc1cccc(NC(=O)CSc2nnc(-c3cc(C)[nH]n3)n2N)c1 | i | -4.8% | 7.5% | 0.0% | x | 18.4% | -0.1% | 17.8 | -0.7%

Results, previewed entries included:
SMILES | ATXN viability | SW480 rerep | HT1080-NT tox | HT1080 IDH1KD tx | ATXN2 expr inh | MCF10A rerep | KB-3-1 cytotox | IL-1B inflam inh | HepG2 viability
CC(=O)Nc1ccccc1OCc1nnc(-c2ccc(Cl)cc2)o1 | i | u | -15.4% | 0.9% | 2.5% | -7.2% | -13.2% | -5.3 | -8.9%
COC(=O)C1=C(C)N=C2SCCC(=O)N2C1c1cccs1 (configuration not stated) | i | -3.3% | 2.8% | 4.1% | -5.7% | 2.4% | 12.4% | 6.0 | 5.6%
Cc1ccc(CNC(=O)Nc2cccc(C)c2)cc1 | i | -63.1%[inhibitor] | 12.8% | 8.0% | x | -7.3% | 3.0% | -4.9 | -12.7%
COc1cccc(NC(=O)CSc2nnc(-c3cc(C)[nH]n3)n2N)c1 | i | -4.8% | 7.5% | 0.0% | x | 18.4% | -0.1% | 17.8 | -0.7%
CC(C)(C)OC(=O)C[C@@H]1C/C=C\C[C@H](CC(=O)N[C@@H](CO)Cc2ccccc2)C(=O)N[C@H](Cc2ccccc2)COC1=O | i | 3.9% | 0.3% | 6.8% | 6.8% | 2.8% | 5.2% | 11.6 | -14.5%
CCOc1ccc(N2CC(C(=O)Nc3ccc4c(c3)OCO4)CC2=O)cc1 (configuration not stated) | i | -0.5% | -18.7% | -5.6% | -9.6% | 10.5% | 7.0% | 7.3 | 0.9%
CCCS(=O)(=O)N1CCn2c(nc3ccccc32)C1 | i | -11.9% | 4.9% | 0.3% | 19.6% | -1.2% | 18.9% | -5.1 | -7.3%
CCCCNC(=O)N(O)C1N(/N=C/c2ccccc2O)C(=S)SC1(C)C (configuration not stated) | i | 0.0% | -3.1% | u | 2.2% | 10.6% | 0.0% | 3.7 | -20.6%
CCCCOC(=O)Nc1cc(OC)c(Cl)cc1OC | i | -0.3% | 4.4% | -2.2% | 0.6% | 11.2% | 13.1% | 10.9 | -3.0%
NC(=O)CC1C(=O)N(c2ccccc2)C(=S)N1NC(=O)c1ccc(Br)cc1 (configuration not stated) | i | 2.6% | 27.2% | 11.4% | 9.4% | 9.9% | 19.7% | -15.9 | -7.0%
CN1C(=O)NC(c2ccccc2[N+](=O)[O-])C2=C1CCCC2=O (configuration not stated) | i | -0.8% | 2.1% | 0.3% | -8.7% | 0.1% | 9.8% | 17.0 | 9.7%
C=CCn1c(C)cc(/C([O-])=C(/C(=S)Nc2ccc(OC(F)F)cc2)[n+]2ccc(N(C)C)cc2)c1C | u | 1.7% | -2.3% | -8.1% | -6.8% | -13.2% | -16.7% | -10.8 | 3.4%
CCOC(=O)C1CCN(Cc2c(F)cccc2Cl)CC1 | i | -3.8% | 16.9% | 19.3% | -1.9% | -5.4% | 2.1% | 3.5 | 5.7%
CCCCOc1ccc(S(=O)(=O)Nc2cccnc2)cc1 | i | -1.8% | u | -15.8% | -17.0% | -5.4% | 25.9µM* | -17.0 | -6.0%
OCc1ccccc1OCCCN1CCC(Cc2ccccc2)CC1 | i | -13.3% | -22.9% | -1.9% | -13.9% | 4.8% | -13.7% | u | -17.2%
COc1cc(N=C2C(=O)N3c4c(cccc42)C(C)=CC3(C)C)cc(OC)c1 | i | 20.6µM* | 0.7% | -1.5% | 1.2% | 16.2% | 0.0% | -13.6 | -6.1%
Fc1ccc(C2NCCn3cccc32)cc1 (configuration not stated) | i | -0.6%[9.22 µM] | -10.6% | -3.1% | 3.4% | 0.5% | 0.2% | -0.1 | -19.9%
CCNC(=O)c1cc2c(c(-c3cccc(-c4cccc(C(=O)N(C)C)c4)c3)n1)[C@H](CCO)N(S(=O)C(C)(C)C)C2 (some centres not stated) | i | x | 1.3% | 3.2% | 11.5% | x | 0.0% | 0.0 | -18.4%
Cc1ccccc1OCC(=O)Nc1ccccc1CO | i | -3.9% | -4.1% | 1.9%[9.24 µM] | 5.4% | 7.0% | 16.3% | 22.9 | -16.7%
O=C1C[C@H](c2ccc(O)cc2)Oc2cc(O[C@@H]3O[C@H](CO)[C@@H](O)[C@H](O)[C@H]3O)cc(O[C@@H]3O[C@H](CO)[C@@H](O)[C@H](O)[C@H]3O)c21 | i | -4.6% | 19.1% | 16.5% | 7.0% | 4.1% | 4.0% | 16.7 | -4.2%
CC(C)CC1C(=O)N(Cc2cn(CCC3OCCO3)nn2)CCS(=O)(=O)N1Cc1ccc(-c2ccncc2)cc1 (configuration not stated) | i | x | 1.9% | 19.3% | -9.8% | x | 7.6% | -9.7 | -31.4%
CC(Sc1ccc(Cl)cc1)C(=O)N(C)CC(=O)Nc1ccc(N2CCOCC2)cc1 (configuration not stated) | i | u | -0.3% | -2.2% | -9.7% | -3.2% | -1.2% | -17.8 | -19.2%
Cc1ccc(C(=O)C(C)OC(=O)Cn2[nH]c(=O)c3ccccc3c2=O)cc1 (configuration not stated) | i | -9.4% | -1.9% | 0.1% | 12.7% | -4.7% | 23.7% | 9.9 | 3.2%
COc1ccc2c(CC(=O)Nc3c(C)n(C)n(-c4ccccc4)c3=O)coc2c1 | i | -3.4% | 14.1% | 14.0% | 2.0% | 0.9% | 22.1% | -7.9 | 42.6%
COc1ccc(OCC(=O)Nc2ccc(NC(=O)c3ccco3)cc2)cc1 | i | -8.9% | 17.1% | 2.3% | 18.8% | -2.0% | 13.8% | 9.0 | -0.9%
(cont.)
SMILES | ATXN viability | SW480 rerep | HT1080-NT tox | HT1080 IDH1KD tx | ATXN2 expr inh | MCF10A rerep | KB-3-1 cytotox | IL-1B inflam inh | HepG2 viability
CCOc1ccc(C(=O)NC(=S)Nc2ccccc2OC)cc1[N+](=O)[O-] | i | 0.9% | 9.7% | 7.3% | -6.5% | 9.1% | 12.3% | -12.6 | -27.0%
COc1cc2c(cc1NC(=O)Nc1ccc(C)cc1)oc1ccccc12 | i | -1.4%[9.22 µM] | -28.8% | u | 1.2% | u | u | -11.6 | -26.9%
CCc1ccc2cc3c(cc2n1)C(=O)c1ccccc1-3 | i | x | 2.0% | -0.7% | 138.9%[activator] | x | 0.0% | 2.9 | 4.9%
COc1ccc(Cl)cc1NC(=O)Cn1nc(C(F)(F)F)c2c1CCC2 | u | x | x | x | 1.4% | x | -1.5% | x | -7.4%
CC(=O)O[C@H]1CC[C@H]2[C@@H]3CCc4cc(O)ccc4[C@H]3CC[C@]12C | u | u | 18.4µM* | u | u | u | u | 7.9 | -49.7%
Nc1ccc(C(=O)NN2C(=O)[C@H](Cl)C2c2ccc(Cl)cc2)cc1 (some centres not stated) | 13.4µM* | 9.2µM* | u | 18.4µM* | u | 16.4µM* | u | -103.6* | -87.8%
O=C(CSCc1ccc(Cl)cc1)Nc1ccc(S(=O)(=O)N2CCCCCC2)cc1 | i | -0.5% | 1.4% | 2.6% | 3.8% | 14.6% | -0.3% | 21.8 | -26.4%
Cc1csc2ncc(C(=O)Nc3ccon3)c(=O)n12 | i | -2.3% | 6.7% | 0.7% | 2.5% | -3.3% | -5.7% | 18.5 | -4.0%
COc1ccc(NC(C)=O)cc1NC(=O)CN1CCN(S(=O)(=O)c2ccc(C(C)C)cc2)CC1 | i | -4.1% | 10.4% | -8.6%[9.24 µM] | -11.2% | -0.2% | 2.9% | -2.3 | -14.4%
Cc1ccc(C2CC(=O)Nc3c2c(C)nn3-c2nc(C)cc(C)n2)c(C)c1 (configuration not stated) | i | x | x | x | 8.8% | x | -10.0% | x | 4.1%
CC(=O)Nc1ccc(S(=O)(=O)NCCC(=O)OCC(=O)NNC(=O)c2ccccc2)cc1 | i | -72.6%[inhibitor] | 9.4% | 9.0% | 5.6% | -1.9% | -1.5% | 0.5 | -1.8%
CCN1CC(C)C(O)(c2ccccc2)CC1C (configuration not stated) | i | 6.6% | 2.9% | 5.8% | -8.0% | -4.4% | 0.8% | 9.3 | 11.0%
CC1(C)CC(O)C(C)(C)N1O (configuration not stated) | i | u | -2.4% | 0.5% | -5.0% | u | -13.4% | 0.8 | -15.4%
COC(/C=C/Nc1ccc(OC)cc1)=C(C#N)C#N | i | -0.1% | -11.6% | -0.5% | -6.7% | -7.7% | -12.3% | -58.9* | -7.1%
CCCCN(C(=O)c1cc2c(s1)CCCCC2)c1c(N)n(CCC)c(=O)[nH]c1=O | i | -4.8% | 0.3% | -0.5% | 9.0% | -1.3% | -17.2% | -2.7 | 2.2%
O=C1C2C3C=CC(CC3)C2C(=O)N1/N=C/c1c(O)ccc2ccccc12 (configuration not stated) | i | -0.5% | 13.2% | 0.7% | x | -0.9% | 0.8% | -13.8 | -6.2%
CCC(C)NC(=O)Cn1nc(C(F)(F)F)c2c1CCCC2 (configuration not stated) | i | 12.4% | -3.1% | -2.0% | 1.1% | 7.4% | 0.7% | 16.5 | -19.0%
